RAD54 inh = inhibitors of human RAD54 branch migration, primary screen, biochemical, fluorescence, single point; RAD54 Holliday junction branch migration, FAM/BHQ fluorescence; actives 0.14% (n = 360,000); AID 602329, 2012; DNA repair and recombination protein RAD54-like (Homo sapiens), Q92698; inhibition, % at 10.4 µM;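 active = mean normalized replicate activity at least 40 and at least half of replicates scoring 40 or more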;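 note: 0% = median of neutral control wells and 100% = median of positive control wells; inhibitors cause a drop in the FAM fluorescence signal; in these data hits start at about 50%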
Target sequence (Q92698 whole entry, looked up): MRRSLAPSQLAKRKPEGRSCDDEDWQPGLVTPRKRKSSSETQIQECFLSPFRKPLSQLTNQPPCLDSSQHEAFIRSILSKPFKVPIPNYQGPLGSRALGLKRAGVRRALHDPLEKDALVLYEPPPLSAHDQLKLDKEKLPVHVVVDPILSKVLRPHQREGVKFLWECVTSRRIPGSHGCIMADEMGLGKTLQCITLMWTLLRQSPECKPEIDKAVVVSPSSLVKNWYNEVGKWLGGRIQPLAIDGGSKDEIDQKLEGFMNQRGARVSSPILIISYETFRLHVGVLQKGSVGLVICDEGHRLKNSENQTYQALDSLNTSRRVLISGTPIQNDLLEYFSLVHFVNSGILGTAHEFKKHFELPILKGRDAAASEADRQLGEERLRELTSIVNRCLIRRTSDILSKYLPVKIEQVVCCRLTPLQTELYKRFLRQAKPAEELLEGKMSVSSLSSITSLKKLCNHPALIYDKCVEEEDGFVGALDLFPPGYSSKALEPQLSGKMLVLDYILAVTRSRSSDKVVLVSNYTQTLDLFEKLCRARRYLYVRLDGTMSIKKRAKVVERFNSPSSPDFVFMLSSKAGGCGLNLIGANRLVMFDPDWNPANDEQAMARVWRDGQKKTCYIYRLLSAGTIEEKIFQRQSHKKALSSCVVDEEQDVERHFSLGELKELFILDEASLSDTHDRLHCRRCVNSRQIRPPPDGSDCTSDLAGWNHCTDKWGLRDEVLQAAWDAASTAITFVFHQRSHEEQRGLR
esBAF inh = Bmi1 luciferase reporter increase in mESCs, primary screen, esBAF inhibitor project, mouse ES cells, Bmi1 luciferase knock-in, single point; 24 h; 100% = twice the neutral-well signal; reporter increase, % at 12.5 µM; actives 2% (n = 350,000); in the data active = activation above about 40%;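 note: 0% = median of the plate's neutral control wells and 100% = double that signal; a rise in the Bmi1 reporter signal indicates esBAF inhibition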
E-selectin induc = E-selectin induction in HUVECs, primary screen, imaging, HUVEC, immunofluorescence imaging, single point | P16581 | normalized: neutral wells 0, TNF-alpha wells 100 | activation, % at 7.58 µM | actives 0.37% (n = 260,000) | AID 686992, 2013;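 active = mean E-selectin-positive cell signal at least 10% of the positive control, reached in at least 60% of replicates, without over 20% cell loss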;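 note: in these data hits start at about 27%; measured in HUVEC primary endothelial cells; signal is the percent of cells scored E-selectin positive by PE staining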
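Material: HUVEC primary endothelial cells; Amount: 3,000 cells per well; Dosing: single concentration; Medium: EGM-2 growth medium on 0.1% gelatin-coated wells; Read-out basis: percent E-selectin-positive cells; Signal: immunofluorescence imaging; Control set: TNF-alpha, DMSO.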
S100A4 MyoIIA = inhibitors of S100A4-myosin IIA peptide binding, primary screen, biochemical, fluorescence polarization, TAMRA-MyoIIA peptide | Protein S100-A4 (Homo sapiens), P26447 | inhibition, % at 10.7 µM | actives 0.14% (n = 360,000) | AID 652163, 2013;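 active = mean inhibition of at least 70% across replicates, with every replicate also reaching that level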
Target sequence (P26447 whole entry, looked up): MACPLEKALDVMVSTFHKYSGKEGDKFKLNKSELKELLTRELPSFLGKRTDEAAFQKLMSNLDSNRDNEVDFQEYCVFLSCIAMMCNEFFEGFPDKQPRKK
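Test system – S100A4 monomer (human) · Compound – single-point compound testing · Schedule – 5 min incubation before reading · Probe or stimulus – TAMRA-labelled myosin IIA heavy-chain peptide probe, 5 nM · Benchmarks – neutral control DMSO, positive control TFP · Medium – Calcium-containing HEPES buffer, pH 7.2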
FN deposit inh = inhibitors of fibronectin matrix deposition, primary screen, AH1F cells, Alexa488-fibronectin fluorescence, plate reader; actives 0.086% (n = 350,000); AID 743247, 2014; AH1F fibroblasts, overnight; inhibition, % at 12.6 µM;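 active = mean inhibition across replicates of 30% or more, regardless of how many single replicates reach that level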;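 note: positive control wells lacked labelled fibronectin entirely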
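Material – AH1F fibroblast monolayer, labelled fibronectin deposition · Reagent – labelled fibronectin 24 nM · Timing – 1 h adhesion, overnight exposure · Measured by – fluorescence at 485 nm excitation, 525 nm emission · Read-out – inhibition of fibronectin deposition signal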
EWS-Fli block = EWS/Fli-driven NR0B1 reporter inhibitors, primary screen, A673 cells, NR0B1 luciferase, luminescence, MLPCN library. actives 0.67% (n = 350,000). inhibition, % at 12.6 µM. viability-normalised;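 active = mean inhibition of at least 50% after viability correction, with every replicate also passing that limit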;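 note: firefly luciferase signal divided by Alamar Blue viability fluorescence both relative to DMSO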
Xi reactivation = activators of inactive X chromosome reactivation, primary screen, imaging, XiGFP fibroblasts, GFP high-content imaging, set 2 | AID 743238, 2013 | activation, % at 7.58 µM | XiGFP mouse fibroblasts, % GFP-positive cells imaging, 3 d; cells co-treated with 5-aza-dC sensitizer; scaled so ellipticine positive control = 100% | actives 0.055% (n = 360,000);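 active = mean normalized replicate activation at least 10% and every replicate at or above 10%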;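 note: 0% = median of on-plate neutral control wells and 100% = ellipticine 6 µM median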
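Assay system: SV40-immortalized XiGFP fibroblast cells, line 68-5-11; buffer or medium: DMEM plus 5-aza-dC sensitizer; compound: one concentration, pinned; timing: compounds 3 days, fix/stain 15 min at room temperature; benchmarks: positive control ellipticine, 6 µM final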
RAD52 anneal inh = RAD52 DNA annealing inhibitors, primary screen, biochemical, FRET, single point, set 2. DNA repair protein RAD52 homolog (Homo sapiens), P43351. recombinant RAD52 DNA annealing, FRET fluorescence. inhibition, % at 18.7 µM. actives 0.46% (n = 360,000). AID 651710, 2012;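 active = every replicate showing at least 50% inhibition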
The depositor's hits bear a star; . = not tested or not shown.

entry	Compound	RAD54 inh	esBAF inh	E-selectin induc	S100A4 MyoIIA	FN deposit inh	EWS-Fli block	Xi reactivation	RAD52 anneal inh
1	O=C(C[C@H]1CC[C@@H](NC(=O)C2CCC2)[C@@H](CO)O1)NC1CCCCC1	3	9	-0.6	1	-1	3	-0.2	2
2	C[C@H](CO)N1C[C@H](C)[C@@H](CN(C)C(=O)c2ccccc2)Oc2ncc(C3=CCCCC3)cc2C1=O	1	-6	-0.1	9	3	10	-0.6	.
3	Cc1ccccc1C(=O)N1N=C(c2cccc(NS(C)(=O)=O)c2)CC1c1cccs1 (stereo not given)	0	2	0.0	-8	3	3	0.2	-14
4	COCCCNC(=O)/C(C#N)=C/c1c(N2CCN(c3ccc(OC)cc3)CC2)nc2c(C)cccn2c1=O	7	4	0.1	2	9	-1	0.7	-6
5	CCOC(=O)C(=O)NC1CC=CCC1c1ccc2c(c1)OCO2 (stereo not given)	.	.	-0.3	-6	.	1	0.2	-3
6	CCCCCN(C(=O)CCC(=O)OCC(=O)N1CCC(C)CC1)c1c(N)n(CCCC)c(=O)[nH]c1=O	-6	.	.	3	5	-1	0.4	-19
7	COc1ccc(CNc2ncc(-c3ccc(F)cc3)n2C)cc1OC	5	7	-0.1	1	-2	5	0.3	7
8	CCn1c(COc2cccc(OC)c2)nnc1SCC(=O)Nc1ccccc1C(=O)OC	4	-1	.	4	5	.	.	-14
9	O=C(OCc1cc([N+](=O)[O-])cc2c1OCOC2)c1ccccn1	.	.	3.9	3	-7	0	0.3	-3
10	CC1CCCN(C(=O)C2CCN(S(=O)(=O)c3ccc4c(c3)CC(C)N4C(=O)C3CC3)CC2)C1 (stereo not given)	-9	-2	.	-1	7	.	0.0	-8
11	C[C@@H]1CCCCO[C@H](CN(C)CC2CCCCC2)[C@H](C)CN([C@H](C)CO)C(=O)c2cc(NS(C)(=O)=O)ccc2O1	3	-1	-0.1	-5	-1	1	0.2	-1
12	CCOC(=O)c1c(C)[nH]c(C)c1C(=O)COC(=O)CSc1ccc(C)cc1	-7	-4	3.0	-9	-5	4	0.0	-110
13	Cc1nn2c(NCCN3CCOCC3)c3c(nc2c1-c1ccccc1)CCCC3	9	.	0.3	-3	11	13	0.0	3
14	Cc1noc(C)c1S(=O)(=O)Nc1ccc2c(c1)C(=O)N([C@H](C)CO)C[C@H](C)[C@H](CN(C)Cc1ccc(C(F)(F)F)cc1)O2	-6	-1	-0.1	.	7	-2	-0.9	.
15	Cc1ccc2c(c1)N(CC(=O)OCC(=O)NCc1ccccc1)C(=O)CO2	.	.	2.3	-10	-4	10	-0.7	-21
16	C[C@@H]1CN([C@@H](C)CO)C(=O)Cc2cc(NC(=O)CCC(F)(F)F)ccc2O[C@H]1CN(C)C(=O)Nc1ccc(C(F)(F)F)cc1	4	-3	-0.1	.	7	4	0.1	.
17	CCc1csc(N2[C@@H](C#N)[C@@H](c3ccccc3-c3cccc(F)c3)[C@@H]2CO)n1	.	.	0.0	18	-21	6	0.0	-30
18	Cc1cc(NCc2ccc3c(c2)OCO3)n2nc(C)nc2n1	-9	-6	0.0	1	-3	-10	0.3	-6
19	CC(C)NC(=O)N(C)C[C@H]1Oc2cc(-c3ccncc3)ccc2S(=O)(=O)N([C@@H](C)CO)C[C@H]1C	-2	1	11	1	3	1	0.1	2
20	Cc1cc(Cl)ccc1OCC(=O)Nc1ccc2oc(=O)ccc2c1	-3	-9	.	1	-1	.	0.0	-24
21	CCCCCCn1cc(CN2CC(N3CCCC3)CS2(=O)=O)nn1 (stereo not given)	.	.	0.2	0	10	4	-0.1	-16
22	CC(C)OP(=O)(Nc1cccc2ccccc12)OC(C)C	0	.	.	0	18	1	0.0	-9
23	Cn1ccc2c(N3CCC3)cc3c(c21)C1CCC3O1 (stereo not given)	-4	11	2.9	1	5	-8	.	0
24	CN(C)CCCN(C(=O)/C=C/c1cccs1)c1nc2ccc(F)cc2s1	21	-4	.	-4	-3	39	3.8	58*
25	CCN(CC)S(=O)(=O)c1ccc(NC2c3ccccc3C(=O)N2Cc2ccco2)cc1 (stereo not given)	-3	4	.	-1	18	15	-0.2	-17
26	CCN(CC)CCCOC(=O)C(c1ccccc1)c1ccccc1	1	4	.	-5	.	0	.	-7
27	O=C(CC1CCCCC1)Nc1ccccc1-c1ccccc1	.	.	.	-7	6	-2	0.6	-12
28	COc1ccc(NC(=O)Nc2ccc3c(c2)C(=O)N([C@@H](C)CO)C[C@H](C)[C@@H](CN(C)C(=O)Nc2ccc(OC)cc2)O3)cc1	-3	3	-0.3	3	.	-2	0.1	5
29	COc1ccc(NC(=S)NCc2ccc(Cl)cc2)c(OC)c1	2	2	.	0	-6	-10	0.0	-20
30	COc1ccc(CCNC(=S)N2CCC(Cc3ccccc3)CC2)cc1OC	.	.	.	-1	1	8	0.0	-4

Continuation:
entry	Compound	RAD54 inh	esBAF inh	E-selectin induc	S100A4 MyoIIA	FN deposit inh	EWS-Fli block	Xi reactivation	RAD52 anneal inh
31	Cc1ccc(C(=O)NC(=S)N(C)C2CCCCC2)cc1	-9	.	0.1	-1	.	.	0.0	-10
32	CCS(=O)(=O)c1ccc2oc(SCC(=O)Nc3ccc(OC)cc3)nc2c1	.	.	.	-2	.	-14	0.0	-14
33	CC1CCCCC1N(C)C1CCN(C(=O)CNC(=O)/C=C/c2cccc(Cl)c2)CC1 (stereo not given)	12	0	.	-8	-8	4	0.1	-24
34	CCNC(=O)O[C@@H]1C=C[C@@H](C#Cc2ccc(C(C)(C)C)cc2)O[C@@H]1COC(C)=O	.	.	-0.3	-2	-6	11	0.4	-13
35	C#CCn1cc[n+](CC(=O)N(C)C)c1	8	0	.	-10	.	2	.	4
36	Cc1ccccc1NC(=O)Nc1nc(CN(C)C)cs1	-10	-3	-0.2	-3	1	2	-0.2	4
37	CC1CCN(CC(=O)Nc2cccc(C(=O)Nc3cccc(C(F)(F)F)c3)c2)CC1	.	-9	0.1	9	-5	4	0.0	-4
38	CC(NC(=O)COc1ccccc1Cl)c1ccccc1 (stereo not given)	-19	-1	0.0	-4	3	10	0.0	-15
39	COCCNC(=O)C[C@@H]1CC[C@@H]2[C@H](COC[C@@H](O)CN2Cc2ccc(Cl)c(Cl)c2)O1	4	0	0.0	-6	0	.	0.2	-10
40	CC(=O)c1ccc(Nc2cc(C)nc3ccc(C)cc23)cc1	.	.	.	3	.	14	0.0	-2
41	O=C(NCc1ccccc1)/C(=C/c1cccc([N+](=O)[O-])c1)NC(=O)c1ccco1	3	-1	.	3	-1	-3	0.1	-11
42	COc1cc(/C=C/c2cc(C(=O)O)c3ccccc3n2)ccc1OC(F)F	.	9	-0.1	-2	-3	-42	0.0	-17
43	Cc1noc(C)c1S(=O)(=O)Nc1ccc2c(c1)C(=O)N([C@H](C)CO)C[C@H](C)[C@H](CN(C)S(=O)(=O)c1cn(C)cn1)O2	-2	-4	-0.1	-4	0	-8	-0.1	2
44	Cc1ccc(S(=O)(=O)N/N=C/c2ccc3nccnc3c2)cc1	.	5	3.0	-1	5	-7	0.0	-5
45	CC(C)(C)NC(=O)CSc1ccc(S(=O)(=O)N2CCOCC2)cn1	9	2	1.0	3	0	-3	0.2	-3
46	COC(=O)c1ccc(N2CCN(C)CC2)c(NC(=O)COc2ccccc2)c1	8	-4	.	0	-9	16	0.0	-1
47	COc1ccc(C(=O)COC(=O)CCNS(=O)(=O)c2ccccc2)cc1Br	20	.	.	1	-3	12	0.6	-21
48	O=C(NCCS(=O)(=O)NCc1ccccc1Cl)c1ccccc1	-7	-5	3.6	-2	.	6	-0.1	-10
49	C[C@@H]1CN([C@@H](C)CO)S(=O)(=O)c2ccc(-c3cncnc3)cc2O[C@@H]1CN(C)Cc1cccnc1	4	1	-0.2	3	.	-18	-0.6	4
50	CC(C)[C@@H]1CC[C@@H](C)C[C@H]1OC[B-](F)(F)F	.	.	0.0	1	7	13	-0.1	11
51	C[C@@H]1CN([C@@H](C)CO)S(=O)(=O)c2ccc(-c3ccncc3)cc2O[C@H]1CN(C)Cc1ccccn1	6	-1	-0.3	8	.	1	-1.4	1
52	COc1c(C(=O)Nc2nnc(C3CC3)s2)csc1Cl	1	48*	.	-22	4	-48	0.6	-7

Whole records from above. Values in the order: RAD54 inh, esBAF inh, E-selectin induc, S100A4 MyoIIA, FN deposit inh, EWS-Fli block, Xi reactivation, RAD52 anneal inh
Entry for COc1ccc(C(=O)COC(=O)CCNS(=O)(=O)c2ccccc2)cc1Br → 20, ., ., 1, -3, 12, 0.6, -21
Entry for COCCNC(=O)C[C@@H]1CC[C@@H]2[C@H](COC[C@@H](O)CN2Cc2ccc(Cl)c(Cl)c2)O1 → 4, 0, 0.0, -6, 0, ., 0.2, -10
Entry for O=C(NCc1ccccc1)/C(=C/c1cccc([N+](=O)[O-])c1)NC(=O)c1ccco1 → 3, -1, ., 3, -1, -3, 0.1, -11
Entry for Cc1ccc(S(=O)(=O)N/N=C/c2ccc3nccnc3c2)cc1 → ., 5, 3.0, -1, 5, -7, 0.0, -5
Entry for CC(C)[C@@H]1CC[C@@H](C)C[C@H]1OC[B-](F)(F)F → ., ., 0.0, 1, 7, 13, -0.1, 11

From PubChem BioAssay
